Nrf2 block: blocks Nrf2 signaling; 360,000 compounds, 2.1% hits; A549 ARE-Fluc reporter, luciferase luminescence, 18-24 h; Potency, µM (doses to about 46 µM), inactives show at the top dose activity change, negative = inhibition, actives largely listed as inhibitors; further: on the % scale 0 is the no-effect control and ±100 the full control effect; nearly all actives have a fitted effect of over 60% in size
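Cells were seeded and rested 2 h, then exposed to compounds for 18-24 h. CellTiter-Fluor was read first as a viability measure. BugLite was added 15 min before the final luminescent read of ARE-luciferase activity in A549 cells.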
A549 tox: counter-screen for Nrf2 inhibitors: cytotoxicity in A549 cells | AID 504648 | 390,000 compounds, 0.16% hits | Potency, µM (titrated, usually from 46 µM), inactives show top-dose activity change, negative = cytotoxicity, usual class: inhibitors | A549 ARE-Fluc cells, CellTiter-Fluor viability, 18-24 h; further: on the % scale 0 is the no-effect control and ±100 the full control effect
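Cytotoxicity counterscreen: CellTiter-Fluor fluorescence was measured in A549 ARE_Fluc cells after 18-24 h of compound exposure in a concentration series. The subsequent BugLite luminescent read reports ARE-luciferase activity.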
TGFb SMAD3 inh: blocks TGF-b signaling | 410,000 compounds, 1.2% hits | Potency, µM (highest dose often 46.1 µM), inactives show at the top dose activity, negative = inhibition, hits mostly inhibitors | AID 588855 | HepG2 CAGA-GFP TGF-b/SMAD3 reporter, GFP fluorescence, 18 h; TGF-beta stimulated, 500 pg/mL final; further: on the % scale 0 is the no-effect control and ±100 the full control effect; nearly all actives have a fitted effect of over 65% in size
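Using HEPG2 CAGA-GFP reporter cells at 1000 cells/well, we pinned test compounds, stimulated with recombinant TGF-beta (500 pg/mL final) and measured total well GFP after 18 h.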
HepG2 viability: kills HepG2 cells in TGF-b inhibitor counter-screen | HepG2 CAGA-GFP viability, ATP luminescence, 18 h | Potency, µM (series often up to 46.1 µM), inactives show top-dose activity change, negative = cytotoxicity, hits mostly cytotoxic | 410,000 compounds, 0.76% hits; further: some results filed as inactive show a strong effect at the top dose
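CellTiter-Glo luminescence gave cytotoxicity after 18 hours at 37 degrees C. The cells were HepG2 CAGA-GFP in 1% FBS DMEM, stimulated with 500 pg/mL TGF-beta after compound addition. %Activity was normalised to no-cell wells (complete cell-killing) and DMSO (no toxicity), and curves were fitted and classified.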
S2 tox: cell viability loss in ATXN counter-screen; Potency, µM (top dose mostly 56.7 µM), usual class: cytotoxic; 400,000 compounds, 0.49% hits; S2 cells (HEK-293 line with an ATXN2-luciferase reporter) viability, CellTiter-Fluor protease fluorescence, 24 h; further: nearly all actives have a fitted effect of over 40% in size
EPAC2 antag: blocks human EPAC2 exchange factor | Q8WZA2 | EPAC2 GEF exchange of Rap1B-BODIPY-GDP, fluorescence | Potency, µM (doses to about 114 µM), inactives show top-dose activity, negative = inhibition, actives largely listed as inhibitors | 360,000 compounds, 0.18% hits; further: on the % scale 0 is the no-effect control and ±100 the full control effect; nearly all actives have a fitted effect of over 45% in size; many of its hits are not listed in these tables
Target sequence (Q8WZA2 whole entry, looked up): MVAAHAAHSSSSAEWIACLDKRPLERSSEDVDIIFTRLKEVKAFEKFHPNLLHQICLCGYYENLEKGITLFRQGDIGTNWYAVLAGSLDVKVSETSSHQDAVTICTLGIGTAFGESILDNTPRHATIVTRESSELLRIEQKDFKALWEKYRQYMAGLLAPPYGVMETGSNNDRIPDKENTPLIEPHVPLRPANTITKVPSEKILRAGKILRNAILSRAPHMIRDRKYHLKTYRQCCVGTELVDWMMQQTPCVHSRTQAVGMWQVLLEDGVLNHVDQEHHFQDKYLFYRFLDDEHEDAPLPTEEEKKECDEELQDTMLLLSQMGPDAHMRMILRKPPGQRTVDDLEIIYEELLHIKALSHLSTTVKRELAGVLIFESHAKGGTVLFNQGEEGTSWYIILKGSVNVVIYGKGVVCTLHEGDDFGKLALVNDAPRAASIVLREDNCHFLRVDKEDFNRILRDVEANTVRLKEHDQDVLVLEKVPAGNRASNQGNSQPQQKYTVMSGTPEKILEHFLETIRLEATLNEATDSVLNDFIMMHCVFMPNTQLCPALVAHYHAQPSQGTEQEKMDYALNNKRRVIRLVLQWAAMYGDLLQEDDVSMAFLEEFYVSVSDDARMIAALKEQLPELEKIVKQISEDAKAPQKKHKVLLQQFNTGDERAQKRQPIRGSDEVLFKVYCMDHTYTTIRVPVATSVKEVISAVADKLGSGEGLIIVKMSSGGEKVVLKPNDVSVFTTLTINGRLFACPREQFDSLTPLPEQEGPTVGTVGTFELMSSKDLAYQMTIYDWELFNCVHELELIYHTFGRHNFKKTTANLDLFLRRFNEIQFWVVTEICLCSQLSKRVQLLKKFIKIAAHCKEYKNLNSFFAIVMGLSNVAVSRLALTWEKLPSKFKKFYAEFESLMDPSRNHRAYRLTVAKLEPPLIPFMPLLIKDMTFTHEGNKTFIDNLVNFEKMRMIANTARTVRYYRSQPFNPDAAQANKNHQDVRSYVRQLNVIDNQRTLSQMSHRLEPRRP
Nrf2 activator: Nrf2 pathway activation; AREc32 ARE-luciferase reporter (MCF7-derived line), luminescence, 24 h; 410,000 compounds, 0.31% hits; Potency, µM (highest dose often 46.1 µM), without a hit: top-dose activation, actives largely listed as activators; AID 624171; further: % of control where 0% means no effect; nearly all actives have a fitted effect of over 65% in size
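Cells of the AREc32 ARE-luciferase line are plated in OPTI-MEM containing 5% FBS and left overnight at 37 deg C. Compounds are pinned in, incubation continues 24 hr, and firefly luciferase signal is then measured.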
ATXN2 expr inh: inhibitors of ATXN2 expression | HEK-293 ATXN2-luciferase reporter, luminescence, 24 h | Potency, µM (series often up to 57 µM), inactives show top-dose activity change, negative = inhibition, actives largely listed as inhibitors | 360,000 compounds, 0.72% hits; further: on the % scale 0 is the no-effect control and ±100 the full control effect; nearly all actives have a fitted effect of over 55% in size
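ATXN2-luciferase reporter cells (luciferase flanked by upstream and downstream ATXN2 gene portions) were treated 24 h at 37 °C with compounds at up to 57 uM. SteadyGlo luminescence gave expression; GF-AFC fluorescence gave viability.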
MCF10A rerep: induces DNA re-replication in MCF 10a normal breast cells. 350,000 compounds, 2.9% hits. Potency, µM (titrated, usually from 46.1 µM), for inactives: at the highest dose activity, positive = re-replication, hits mostly activators. MCF 10A DNA re-replication, Hoechst nuclear intensity, 48 h. AID 624296; further: % of control where 0% means no effect; nearly all actives have a fitted effect of over 50% in size
Starred values were filed as active, the others as inactive; i = inactive; ? = inconclusive; nt = not tested or not shown; [ ] = another dose, or the depositor's remark. The call rests on the fitted dose curve; in most records, active means well fitted curve in the direction sought with a large enough effect; inconclusive means small, poorly fitted or top-dose-only effect, or another doubt; inactive means no such curve, though single readings can be large; an effect the other way counts as inactive or inconclusive. Potency means the concentration at half of the fitted maximal effect. An excerpt; rates above refer to the full screens.

SMILES | Nrf2 block | A549 tox | TGFb SMAD3 inh | HepG2 viability | S2 tox | EPAC2 antag | Nrf2 activator | ATXN2 expr inh | MCF10A rerep
COC(=O)c1ccc(CNC(=O)/C=C/[C@H]2O[C@@H](n3cc(C)c(=O)[nH]c3=O)C[C@@H]2O)cc1 | nt | nt | 3% | -2% | i | ? | -0.6% | 0% | nt
CCCCn1c(=O)[nH]c(=O)c2c1nc(CN(C)Cc1cccc(OC)c1OC)n2CCC | -3% | 2% | 0% | -21% | i | -2% | 0.5% | -11% | 0%
CN=C1S/C(=C\c2ccc(Cl)cc2)C(=O)N1C | 9% | 3% | 7% | -30% | i | 3% | 3.1% | 8% | ?
CN1CCN(S(=O)(=O)c2ccc3c(c2)C(C)(C)C(=O)N3C)CC1 | 12% | -1% | -1% | 6% | i | -7% | 0.3% | 14% | 4%
COc1cccc(NC(=O)CNC(=O)[C@@H]2Cc3ccccc3CN2C(=O)OC(C)(C)C)c1 | -6% | 4% | -8% | -13% | i | -3% | -0.4% | -5% | 11%
c1ccc(NCc2cccnc2)cc1 | -10% | -17% | 5% | 18% | i | 5% | -0.7% | 0% | -5%
O=C(COc1ccccc1)N/N=C/c1ccc2c(c1)OCO2 | ? | -12% | 0% | 71% | i | -7% | 2.8% | 30% | ?
C=CCNc1ccc(C(=O)O)cc1 | 1% | -7% | -19% | 0% | i | 4% | 0.0% | -13% | 0%
Cc1nn2c(N3CCOCC3)c3c(nc2c1-c1ccccc1)CCCC3 | ? | -11% | -19% | -4% | i | -4% | 0.1% | -5% | ?
COc1ccc(Nc2ncnc3c2c(C)c(C)n3CCO)cc1 | ? | 2% | 2% | 17% | i | -5% | -0.8% | 5% | 0%
Cc1nnc(SCC2=C(C(=O)O)N3C(=O)C(NC(=O)COc4ccc(F)cc4)C3SC2)s1 (centres undefined) | 11% | -4% | -4% | 4% | ? | 0% | 4.6% | -12% | 11%
CC1(c2ccccc2)NC(=O)N(CC(=O)Nc2cc(Cl)ccc2N2CCOCC2)C1=O (centres undefined) | 8% | -2% | 1% | 7% | i | -1% | -0.5% | -6% | 0%
Cc1cccc(N2CC(O)(c3cccs3)[N+]3=C2CCCC3)c1 (centres undefined) | 12% | 4% | -10% | 10% | i | 14% | 0.1% | -19% | 9%
CCOc1ccc(C2CC(=O)c3c([nH]c(C(=O)OCc4ccccc4)c3C)C2)cc1 (centres undefined) | ? | -20% | -3% | 1% | nt | nt | 4.5% | nt | nt
CCCCNC(=O)Cn1nc(Cc2ccncc2)c2ccccc2c1=O | -6% | 1% | 3% | 3% | i | 4% | 0.8% | nt | -8%
O=C(CN1CCC(C(=O)c2ccc3c(c2)OCCO3)CC1)NCc1ccc(F)cc1 | ? | -11% | -14% | -9% | i | -4% | -0.6% | -7% | 11%
c1cncc(-c2nnc(SCc3cccc4ccccc34)o2)c1 | -23% | 10% | -17% | -18% | i | -21% | 0.2% | ? | ?
COc1ccccc1CN1CN(S(=O)(=O)c2ccccc2)c2nc3ccccc3nc21 | -26% | 2% | -3% | 3% | i | -16% | 2.3% | 0% | ?
Cc1ccc(Cl)cc1N1CCN(S(=O)(=O)c2ccc3c(c2)CCN3C(=O)C2CCC2)CC1 | 15% | 4% | 0% | 3% | i | nt | -1.1% | 7% | nt
Cc1ccc(S(=O)(=O)N2CCC(C(N)=O)CC2)cc1C(=O)NC1CCCCC1 | 1% | -2% | -1% | -10% | i | 8% | -0.1% | 0% | -8%
CCOc1ccc(/C=N/n2nnnc2N)cc1OCC | -11% | -1% | -1% | 2% | i | 8% | 0.9% | nt | 0%
COc1cc(NC(=O)c2cccc(C)c2)c(OC)cc1NC(=O)CN1CCOCC1 | -19% | 6% | -2% | -3% | ? | 0% | -1.0% | nt | 25%
O=C(N=C1SC2CS(=O)(=O)CC2N1c1ccccc1F)C1CCCCC1 (centres undefined) | -19% | -1% | 3% | 3% | ? | -5% | -0.1% | 1% | 1%
CCOc1ccc(Cc2nnc(SCC(=O)Nc3c(C)cccc3C)[nH]c2=O)cc1 | 17% | 12% | -10% | -26% | i | -13% | -0.1% | -8% | 4%
CC(=O)Nc1ccc(-c2cc(N)n(-c3ccccc3)n2)cc1 | ? | -6% | -1% | -5% | i | 1% | 0.2% | 12% | -24%
Cc1nn(C)c(C(=O)NN)c1Cl | 1% | 0% | -3% | 3% | i | -2% | -0.4% | -22%[11.3 µM] | 8%
CCOc1cc(-c2nc(-c3ccc(-c4ccc(OC)cc4)nc3OC)no2)cc(OCC)c1OCC | 10% | 2% | -3% | -25% | i | nt | 0.1% | 8% | nt
CC(=O)NCCNC(=O)c1ccc2c(=O)n(CCc3ccccc3)c(=O)[nH]c2c1 | 5%[9.27 µM] | 1% | -1% | 2% | i | nt | -1.0% | 11% | nt
FC(F)C(F)(F)C(F)(F)C(F)(F)c1cc(-c2ccccc2)n[nH]1 | nt | ? | ? | -106% | i | ? | 0.1% | 86%[activator] | ?
CCOc1ccc(N2C(=O)C(CC(=O)Nc3ccccc3)N(Cc3ccccn3)C2=S)cc1 (centres undefined) | 23µM* | ? | -19% | -3% | i | 15% | 23% | -21% | ?

Part of the list above, tab-delimited.
molecule	Nrf2 block	A549 tox	TGFb SMAD3 inh	HepG2 viability	S2 tox	EPAC2 antag	Nrf2 activator	ATXN2 expr inh	MCF10A rerep
CCOc1cc(-c2nc(-c3ccc(-c4ccc(OC)cc4)nc3OC)no2)cc(OCC)c1OCC	10%	2%	-3%	-25%	i	nt	0.1%	8%	nt
CC(=O)NCCNC(=O)c1ccc2c(=O)n(CCc3ccccc3)c(=O)[nH]c2c1	5%[9.27 µM]	1%	-1%	2%	i	nt	-1.0%	11%	nt
FC(F)C(F)(F)C(F)(F)C(F)(F)c1cc(-c2ccccc2)n[nH]1	nt	?	?	-106%	i	?	0.1%	86%[activator]	?
CCOc1ccc(N2C(=O)C(CC(=O)Nc3ccccc3)N(Cc3ccccn3)C2=S)cc1 (centres undefined)	23µM*	?	-19%	-3%	i	15%	23%	-21%	?

Individual results from the list:
CC(=O)Nc1ccc(-c2cc(N)n(-c3ccccc3)n2)cc1 | A549 tox = -6%
COc1ccccc1CN1CN(S(=O)(=O)c2ccccc2)c2nc3ccccc3nc21 | TGFb SMAD3 inh = -3%

(further entries)
SMILES | Nrf2 block | A549 tox | TGFb SMAD3 inh | HepG2 viability | S2 tox | EPAC2 antag | Nrf2 activator | ATXN2 expr inh | MCF10A rerep
COc1ccc(C(C(=O)NCC2CCCO2)N(C(=O)CNC(=O)c2cccs2)c2ccccc2)cc1OC (centres undefined) | -9% | -6% | 1% | 14% | ? | 6% | 0.0% | -11% | -3%
COCCOC(=O)c1c(C)oc2ccc(OC(=O)c3ccc4c(c3)OCO4)cc12 | ? | -3% | -7% | 7% | i | 9% | 0.0% | 5% | -10%
O=C1CCCN1c1ccc(S(=O)(=O)Nc2cccnc2)cc1 | -7% | 0% | ? | -3% | ? | 3% | -1.0% | -31% | 4%
Cc1c(Cl)cccc1NC(=S)NC1CCCC1 | -11% | 1% | -15% | -3% | i | 7% | -0.4% | 13% | -31%[inhibitor]
CCN(CC(=O)NCc1ccc(F)cc1)C(=O)c1ccc(C(=O)c2ccccc2)cc1 | ? | -1% | 8% | -4% | i | -8% | 2.0% | -12% | -12%
CCOC(=O)c1c(NC(=O)CSc2nnc(-c3ccccc3)n2CC)sc(C(C)=O)c1C | ? | -19% | -34% | -1% | ? | -4% | 1.0% | 7% | ?
Cc1cccc(-n2c(SCC(=O)Nc3nnc(C)s3)nnc2-c2ccoc2C)c1 | -8% | -6% | 4% | -10% | i | -6% | -0.7% | 4% | 8%
COc1ccc(C(=O)NCc2nnc(SCC(=O)N3CCc4ccccc43)n2Cc2ccccc2)cc1 | -9% | -1% | 3% | 0% | i | 1% | -0.3% | -17% | 9%
CN1CCCC1CCNc1ccc2c(=O)c3ccccc3oc2c1 (centres undefined) | 21% | 13% | -11% | -14% | nt | 2% | ? | -34% | 18µM*
NS(=O)(=O)c1ccc(NC(=O)c2ccc(S(=O)(=O)N3CCCCCC3)cc2)cc1 | ? | -1% | -1% | -23% | ? | 3% | 0.0% | -8% | 10%
CCCCC[C@H](O)/C=C/C1C(=O)C=C[C@H]1C/C=C\CCCC(=O)OC (some centres undefined) | 7% | -2% | 22µM* | -76% | nt | ? | -3.0% | ? | 18µM*
COc1ccccc1NC(=O)Nc1nc(CC(=O)Nc2cccc(F)c2)cs1 | ? | ? | -14% | -23% | i | -15% | 7.0% | 2% | ?
O=c1c(-c2ccc(Br)cc2)coc2c(CN3CCOCC3)c(O)ccc12 | 26% | 3% | 2% | 12% | i | -2% | 4.2% | 8% | -4%
Cc1ccc(/C=N/n2c(C)cc(C)c(C#N)c2=O)o1 | -1% | 0% | -7% | 4% | ? | 17% | 0.8% | ? | -2%
CCN1CCCC1CNC(=O)c1ccc(CS(=O)(=O)c2ccccc2C)o1 (centres undefined) | 9% | 4% | 13% | 5% | i | 8% | 0.0% | -13% | 1%
Cc1cc(O)c(/C=N/Nc2ccc(F)cc2)c(=O)o1 | 14% | 0% | -6% | -14% | i | -1% | 2.9% | -9% | 17%

From PubChem
